Screening results (PubChem BioAssay)
mcGAS inh: blocks mouse cGAS activity; Q8C6L5; recombinant cGAS, Kinase-Glo ATP depletion luminescence; inhibition, % at 12.5 µM; 160,000 compounds, 0.15% hits; AID 1259399;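 further: 0% = negative control wells and 100% = reference inhibitor with no enzyme activity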
hcGAS inh: inhibitors of human cGAS; Q8N884; recombinant h-cGAS, ATP depletion, Kinase-Glo luminescence; AID 1259398; inhibition, % at 12.5 µM; 290,000 compounds, 0.081% hits;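 further: 0% = vehicle reaction and 100% = reaction without DNA for no activity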
Target sequence (Q8N884 whole entry, looked up): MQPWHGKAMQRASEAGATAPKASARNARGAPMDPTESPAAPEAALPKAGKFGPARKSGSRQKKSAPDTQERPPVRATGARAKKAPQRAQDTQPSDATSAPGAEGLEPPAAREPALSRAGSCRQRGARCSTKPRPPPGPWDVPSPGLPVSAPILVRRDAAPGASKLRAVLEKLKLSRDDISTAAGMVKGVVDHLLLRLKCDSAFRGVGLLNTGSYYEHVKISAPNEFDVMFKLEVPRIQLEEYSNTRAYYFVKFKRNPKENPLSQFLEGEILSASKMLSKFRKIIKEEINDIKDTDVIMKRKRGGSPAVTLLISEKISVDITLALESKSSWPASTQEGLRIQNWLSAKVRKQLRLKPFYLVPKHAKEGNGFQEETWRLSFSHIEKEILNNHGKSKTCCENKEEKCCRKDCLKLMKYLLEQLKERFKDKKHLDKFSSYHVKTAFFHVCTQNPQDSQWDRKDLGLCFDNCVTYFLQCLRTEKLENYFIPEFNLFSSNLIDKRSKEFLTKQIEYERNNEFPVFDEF
NPYLR7 ag: mosquito NPYLR7 agonism | HEK293T NPYLR7/Galpha15, GCaMP6s calcium fluorescence | activation, % at 10 µM | 270,000 compounds, 0.15% hits; in the data active means activation above about 40%;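 further: 0% = vehicle and 100% = reference agonist at the receptor; some compounds past the cut are filed as inactive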
An asterisk follows results filed as active; nt = no result given; & = joins results of further samples. Unless noted, no stated cut-off is given here; in the data, active means inhibition above about 40%; inactive means the rest.

SMILES	mcGAS inh	hcGAS inh	NPYLR7 ag
COC(=O)CCCCC(=O)Nc1ccc2[nH]cc(CCN3CCc4ccccc4C3)c2c1	-9	-13	5
CCn1nc(C)c(CNC(C)Cn2ccnc2)c1C (stereo not drawn)	nt	-8	14
Cn1cncc1-c1cccc2c1CCNC2	nt	-5	4
CC1(C)S[C@@H]2[C@H](N)C(=O)N2C1C(=O)O (stereo partly drawn)	-2	4	4
CN1C(=O)C(=Cc2cccc(OCCOc3ccc([N+](=O)[O-])cc3)c2)C(=O)N(C)C1=O	-5	0	2
CC(=O)Nc1cccc(CNc2ccc(C#N)c(Cl)c2)c1	nt	-7	9
C=CCOC(CN1CCN(C(=O)COc2ccc(Cl)cc2)CC1)c1cccc(N2CCCC2)c1 (stereo not drawn)	-6	-4	-4
Cc1ccc(CN2[C@@H]3CC[C@H]2CN(C)C(=O)C3)s1	nt	-4	16
FC(F)(F)CCc1ccnc(N2CCCN3CCC[C@H]3C2)n1	nt	-1	-2
O=C(Cc1cccc(F)c1)N1CCN(Cc2cccc(-c3noc(-c4ccccc4)n3)c2)CC1	-7	-6	nt
O=C(Nc1ccc(Br)cc1)c1cc(Br)cc(Br)c1O	nt	9	1
Cc1cc(C)c(C2=NCCN=C(C(F)(F)F)C2)c(=O)[nH]1	nt	3	-1
CC(Cc1ccc(Cl)cc1)NC(=O)C(C)n1cncn1 (stereo not drawn)	nt	-13	2
CC[C@]12CCCN3CCC4(c5ccccc5NC4C(C(=O)O)C1)C32 (stereo partly drawn)	-6	5	2
CCOC(=O)N(c1ccccc1)P1(=S)OCC(C)O1 (stereo not drawn)	-7	-19	0
Cc1ccc(NC(=O)C(C2CCCC2)N2CCN(C(=O)Cc3ccccc3)CC2)cc1F (stereo not drawn)	-5	-7	1
CSc1nc(C)cc(N2CCN3CCN(C)C(=O)C3C2)n1 (stereo not drawn)	nt	-1	19
CCOP(S)(=NN(Cc1ccccc1)C(=O)c1ccccc1)OCC	nt	-7	10
NC1(c2ccc3c(c2)OCCO3)CCCC1	-6	-9	-1
CCCN1C2CCC1CC(OC(=O)c1ccccc1)C2 (stereo not drawn)	nt	-1	6
CN(C)C(CN)c1ccccc1Cl (stereo not drawn)	-8	-3	0
Cc1ccc(N2CCCNCC2)nn1	nt	-8	13
COc1cccc(CC(=O)N2CCN3C[C@@H](C(N)=O)[C@H](c4ccccc4)[C@H]3C2)c1	-6	11	2
Cc1ccc(N2C(=O)NC(=O)/C(=C/c3cn(C)c4ccccc34)C2=O)cc1	-1	-3	2
N#Cc1ccc(NCC(=O)N2CCCC2)cc1C(F)(F)F	nt	-6	0
COc1ccc(C(N)Cc2ccccc2C)cc1OC (stereo not drawn)	nt	-4&-3	4&7
CN(C)CCN(C(=O)Cc1ccccc1)c1nc2c(F)cc(F)cc2s1	-8	-5	-6
CCOC(=O)C1C(=O)C2CCN1CC2 (stereo not drawn)	nt	0	-6
Cc1cc(C(=O)OC(C)C(=O)NCCc2ccccc2)c(C)n1C1CC1 (stereo not drawn)	nt	-6	5
O=S(=O)(c1ccc(Oc2ccccc2)cc1)N1CCN(CCOC(c2ccccc2)c2ccccc2)CC1	-8	-10	5
CC(C)NNP(=S)(NNC(C)C)c1ccccc1	nt	-2	-3
Cn1nc(-c2ccccc2)c2c1N(CC(=O)N1CCOCC1)C(=O)CSC2c1ccc(F)cc1F (stereo not drawn)	-4	-2	nt
CSCCC(=O)N1C2CCC1c1ccccc12	nt	-15	-2
C=CCOC(CN1CCN(C(=O)Cc2cccc(OC)c2)CC1)c1cccc(N2CCCC2)c1 (stereo not drawn)	-9	-9	4
COc1cccc(C(CN2CCN(C(=O)Cc3cccs3)CC2)OCc2cccc(Cl)c2)c1 (stereo not drawn)	-8	-10	7
CCOC(=O)[C@@]12C(=O)C(=O)N[C@]1(c1ccccc1)C1C=CCCC12 (stereo partly drawn)	nt	-1	-3
Clc1ccccc1C1NCc2ccccc2-n2cccc21 (stereo not drawn)	nt	-1	-1
CC(C)c1ccc(S(=O)(=O)N2CCN(CCOC(c3ccc(Cl)cc3)c3ccc(Cl)cc3)CC2)cc1	-7	-3	21
O=S(=O)(c1ccc(Cl)cc1Cl)N1CCN(CCOC(c2ccc(F)cc2)c2ccc(F)cc2)CC1	-6	-4	2
Clc1ccc(C(c2ccc(Cl)cc2)C(Cl)(Cl)Cl)cc1	nt	-5	-4
CC1(C)C[C@H]2C[C@@H](Oc3ccccn3)[C@H](N3CCCC3)[C@]2(O)CO1	-6	-6	9
Brc1ccc2nc(N3CCNCC3)sc2c1	nt	2	-3
O=C(Cc1c(F)cccc1F)N1CCN(Cc2cccc(-c3noc(-c4cccc(C(F)(F)F)c4)n3)c2)CC1	-2	-3	9
COc1ccc(N2CCN(Cc3cc(C)c(C)cc3O)CC2)cc1	nt	-5	-2
FC(F)(F)c1cccc(N2CCNCC2)c1	-4&-3	-1&-19&-3	-5&14&-12

Structures listed so far containing a CF3 group, in the order listed:
SMILES	mcGAS inh	hcGAS inh	NPYLR7 ag
FC(F)(F)CCc1ccnc(N2CCCN3CCC[C@H]3C2)n1	nt	-1	-2
Cc1cc(C)c(C2=NCCN=C(C(F)(F)F)C2)c(=O)[nH]1	nt	3	-1
N#Cc1ccc(NCC(=O)N2CCCC2)cc1C(F)(F)F	nt	-6	0
O=C(Cc1c(F)cccc1F)N1CCN(Cc2cccc(-c3noc(-c4cccc(C(F)(F)F)c4)n3)c2)CC1	-2	-3	9
FC(F)(F)c1cccc(N2CCNCC2)c1	-4&-3	-1&-19&-3	-5&14&-12

4 compounds from above, sorted by formula weight, ascending:
SMILES	mcGAS inh	hcGAS inh	NPYLR7 ag
CSCCC(=O)N1C2CCC1c1ccccc12	nt	-15	-2
Brc1ccc2nc(N3CCNCC3)sc2c1	nt	2	-3
CCOC(=O)[C@@]12C(=O)C(=O)N[C@]1(c1ccccc1)C1C=CCCC12 (stereo partly drawn)	nt	-1	-3
C=CCOC(CN1CCN(C(=O)Cc2cccc(OC)c2)CC1)c1cccc(N2CCCC2)c1 (stereo not drawn)	-9	-9	4

(continued)
SMILES	mcGAS inh	hcGAS inh	NPYLR7 ag
COC(=O)C1(OC(=O)c2cc(OC)c(OC)c(OC)c2)CC2CCC(C1)N2C (stereo not drawn)	nt	0	0
COc1ccc(CC(=O)N2CCN(C(c3ccc(Cl)cc3)c3ccc(Cl)cc3)CC2)cc1	-6	-5	-5
CS(=O)(=O)c1cccc(C(=O)Nc2ccc([N+](=O)[O-])cc2C(=O)c2ccccc2)c1	-4	-5	19
CCC(C)C(=O)O[C@@H]1C[C@@]2(C)[C@H](c3ccoc3)OC(=O)CC23OC2(C)OC34[C@H](OC(=O)C(C)C)[C@@]3(O)[C@@H](OC(=O)C5(C)OC5C)[C@@]5(C)C[C@]3(O)[C@@](C)([C@H]5CC(=O)OC)C14O2 (stereo partly drawn)	-4	-5	nt
N=C1OC2=C(C(=O)CCC2)C2(C(=O)Nc3ccc(Br)cc32)C1C(=O)OCc1ccccc1 (stereo not drawn)	5	5	-21
O=C1NC(=O)C(=Cc2cn(Cc3ccccc3)c3ccccc23)C(=O)N1	1	2	7
CCc1ccccc1NC(=O)c1cccn(Cc2ccccc2C)c1=O	nt	-10	14
CC(C)(C)P(=O)(c1ccncc1)N1CCCCCC1 (stereo not drawn)	nt	-8	3
C/C=C(/C)C(=O)O[C@H]1CC[C@@]2(C)[C@@H]3CC[C@H]4[C@]5(O)C[C@H](O)[C@@]6(O)[C@@H](CN7C[C@@H](C)CC[C@H]7[C@@]6(C)O)[C@]5(O)C[C@@]42O[C@]13O	-4	-5	-8
CN1CCN(Cc2ccccc2OC2CCCC2)CC1CCO (stereo not drawn)	-9	-6	6
CC(C)=CCCC1(C)C=Cc2c(O)c3c(c(CC=C(C)C)c2O1)OC12C(CC4CC1C(C)(C)OC2(C/C=C(/C)C(=O)O)C4O)C3=O (stereo not drawn)	nt	-1	-10
COc1ccc(F)c(-c2ccc3c(c2)CNCC3)c1	nt	-5	5
Cn1ccnc1-c1ccc(N2C[C@@H]3C[C@@H](C2)c2cccc(=O)n2C3)nn1	nt	-8	9
Cc1ccc(C)c(Cn2cccc(C(=O)Nc3nccs3)c2=O)c1	nt	-9	14
COCC1(C(=O)N2C[C@H]3CC[C@@H](C2)N3)CCC1	-23	-3	0
CC(C)C(NC(=O)N1CCC2CCC(C1)N2C)c1ccccn1 (stereo not drawn)	-6	-11	7
CC12CCC(=O)C=C1CCC1C2CCC2(C)C1CCC2(O)CC#N (stereo not drawn)	nt	-5	6
Cc1cc(C)c(CNc2cnc3ccccc3n2)c(=O)[nH]1	nt	-16	13
Clc1nc(N2CCNCC2)c2[nH]cnc2n1	nt	2	-5
C[C@]12Cc3cn[nH]c3C[C@@H]1CC[C@@H]1[C@@H]2CC[C@@]2(C)[C@H]1CC[C@]2(C)O	nt	-4&-1	0&-21
CC(C)c1c(C(=O)O)cnn1C(C)(C)C	-3	1	-7
CC(C(=O)Nc1ccc(C#N)cc1)N1CC=C(c2ccccc2)CC1 (stereo not drawn)	nt	0	-10
N=C1C(NO)=NC(c2ccccc2)N1O (stereo not drawn)	nt	-5	-13
C[N+]12CCC(CC1)C(OC(=O)C(O)(c1ccccc1)c1ccccc1)C2 (stereo not drawn)	-5	-5&-2&-8	-5&-5&2
C#C[C@H]1CN2CC[C@H]1C[C@@H]2CNC(=S)Nc1ccc(F)cc1	-3	1	-5
COC(=O)CP(=O)(O)O	nt	-9	7
OC(CNC1CC1)c1ccccc1 (stereo not drawn)	-11	-6	-2
O=C1CCCN1CC#CCN1CCCC1	-5&-4	-2&-3&-8	-9&6
O=C1NCC(=O)N2CCN(Cc3cnc(-c4ccco4)nc3)CC12 (stereo not drawn)	nt	2	-2
Cc1cc([N+](=O)[O-])c(Cl)cc1NC(=O)c1ccc(C(C)C)cc1	nt	-2	5
CCC(C)n1[nH]c(=O)c2c1NC(=O)CSC2c1ccc(Cl)cc1Cl (stereo not drawn)	nt	-9	16
NC(=O)CN=Cc1c(O)[nH]c(=O)[nH]c1=O	nt	-2	5
COc1cc(C=NNc2ccccn2)ccc1OP(=S)(c1ccncc1)c1ccncc1	nt	-7	2
CCSc1nc(NCC(C)C)c2cnn(CCN)c2n1	nt	-13	-5
Cc1ccccc1OCC(=O)N1CCN(Cc2nnnn2-c2ccc(Cl)cc2)CC1	-9	-7	-2
COCCN(CCOC)P1(=O)C=C(c2ccccc2)SC(c2ccccc2)=C1	-4	-7	2
Nc1ccc2c(c1)Cc1ccccc1-2	nt	-1	3
C[C@]12N[C@H](Cc3ccccc31)c1ccccc12	-5&-1	-3&-3&5	-14&1&2
O=C(c1cccs1)C1CCCN(Cc2cc3n(n2)CCNC3)C1 (stereo not drawn)	-18	-2	4
Fc1ccc(C(OCCN2CCN(CC3CCC=CO3)CC2)c2ccccc2)cc1F (stereo not drawn)	-9	-3	16
CC(C)=CCCC(C)CCNCCc1ccco1 (stereo not drawn)	-3	-4	14
O=C1CCCCC1=P(S)(c1ccccc1)N1CCOCC1 (stereo not drawn)	nt	4	-1

Only part of the results is shown; count on the stated rates, not on these rows.
